# Screens as filed in PubChem BioAssay.
# LGR2 inh = blocks bursicon-induced cAMP signaling via Drosophila LGR2; HEK293 LGR2, CRE-luciferase, bursicon-stimulated, 4 h; inhibition, % at 9.99 µM; actives 0.35% (n = 380,000);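 active = drop in luminescence signal, shown as inhibition above about 50% in the replicate tests, limit read from the data, passing the limit was not always enough; inconclusive = probably only some replicates passing the limit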;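 note: agonist challenge used bursicon conditioned medium at about half maximal strength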
# Casp6 inh = caspase-6 (human) enzyme inhibition | P55212 | actives 0.53% (n = 350,000) | inhibition, % at 12.5 µM | AID 686996 | purified caspase-6, Z-VEID-R110 cleavage fluorescence;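 active = mean inhibition across replicates at least about 35%, with every replicate also reaching that limit, limit read from the data; inconclusive = only one of the two criteria met; inactive = neither criterion met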;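 note: 0% = median of neutral control wells and 100% = no fluorescence left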
# Target sequence (P55212 24-179 limits assumed): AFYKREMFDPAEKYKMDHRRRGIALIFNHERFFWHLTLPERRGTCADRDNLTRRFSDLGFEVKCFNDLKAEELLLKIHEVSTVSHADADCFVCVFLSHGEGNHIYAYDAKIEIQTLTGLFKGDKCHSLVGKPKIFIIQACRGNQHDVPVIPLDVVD
# Target sequence (P55212 194-293 limits assumed): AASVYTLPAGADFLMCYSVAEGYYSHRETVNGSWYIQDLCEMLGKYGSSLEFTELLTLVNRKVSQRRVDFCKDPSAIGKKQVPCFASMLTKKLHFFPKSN
# C2C12 statin = suppressors of simvastatin-induced myotoxicity in C2C12 myotubes. ATP luminescence, 48 h; scaled: DMSO 0, geranylgeraniol control 100. rescue of ATP level, % at 7.49 µM. actives 0.78% (n = 330,000);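 active = mean ATP rescue above about 67%, or every replicate alone reaching that limit, limit read from the data, passing the limit was not always enough; inconclusive = no clear call, values can overlap the other calls; inactive = mean under the limit and some replicate under it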;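 note: myotubes were challenged with 10 µM simvastatin during compound exposure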
# FN deposit inh = fibronectin deposition inhibition; inhibition, % at 12.6 µM; AH1F fibroblasts, Alexa488-fibronectin deposition fluorescence, overnight; AID 743247; actives 0.086% (n = 350,000);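 active = mean inhibition across replicates of 30% or more, regardless of how many single replicates reach that level; inconclusive = mean under 30% yet at least half of replicates reach 30%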;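 note: positive control wells lacked labelled fibronectin entirely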
#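 Material: AH1F fibroblast monolayer depositing Alexa488-labelled fibronectin into matrix / Amount: 10000 AH1F cells per well / Signal: fluorescence 485/525 nm / Medium: DMEM, 2% serum / Compound: single dose, pinned / Incubation: 1 h cell adhesion before compound, then overnight fibronectin incubation / Reagent: Alexa488-FN, 24 nM final / Read-out: inhibition of fibronectin deposition signal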
# esBAF inh = blocks esBAF chromatin remodeling in mouse ES cells; Bmi1-luciferase knock-in reporter, 24 h; 100% = twice the neutral-well signal; AID 602393; reporter increase, % at 12.5 µM; actives 2% (n = 350,000); in the data active = activation above about 40%; inconclusive = no clear call, values can overlap the other calls;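 note: 0% = median of the plate's neutral control wells and 100% = double that signal; a rise in the Bmi1 reporter signal indicates esBAF inhibition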
# SIRT5 inh = inhibitors of human sirtuin-5 desuccinylase; AID 652115; actives 1.1% (n = 330,000); inhibition, % at 15 µM; Purified SirT5, succinyl-peptide AMC, trypsin-coupled fluorescence; Q9NXA8; in the data active = inhibition above about 15%; inconclusive = no clear call, values can overlap the other calls
# Target sequence (Q9NXA8 whole entry, looked up): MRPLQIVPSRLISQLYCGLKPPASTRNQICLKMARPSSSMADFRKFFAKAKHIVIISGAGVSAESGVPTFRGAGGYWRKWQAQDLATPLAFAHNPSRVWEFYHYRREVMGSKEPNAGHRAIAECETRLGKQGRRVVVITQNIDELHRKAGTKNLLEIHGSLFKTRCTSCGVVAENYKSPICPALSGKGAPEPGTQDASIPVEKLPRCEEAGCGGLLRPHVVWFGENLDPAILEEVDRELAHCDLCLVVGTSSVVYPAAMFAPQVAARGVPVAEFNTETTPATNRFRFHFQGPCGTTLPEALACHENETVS
# S100A4 inh HTS = blocks human S100A4 binding to myosin IIA peptide | P26447 | S100A4/TAMRA-MyoIIA peptide fluorescence polarization | inhibition, % at 10.7 µM | actives 0.14% (n = 360,000);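 active = mean inhibition of at least 70% across replicates, with every replicate also reaching that level; inconclusive = mean inhibition reaches 70% but some replicates fall short; inactive = mean inhibition below 70%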
# Target sequence (P26447 whole entry, looked up): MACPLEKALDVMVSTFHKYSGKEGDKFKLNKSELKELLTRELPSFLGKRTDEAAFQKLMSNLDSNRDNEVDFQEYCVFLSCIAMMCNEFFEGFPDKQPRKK
#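 Material: human S100A4 monomer with TAMRA-labelled myosin IIA peptide; buffer or medium: HEPES pH 7.2 with CaCl2, KCl, NaCl, DTT, Triton; compound dosing: one concentration per compound; schedule: 5 min incubation before reading; benchmarks: neutral control DMSO, positive control TFP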
# Numbers without * were called inactive; ? = inconclusive; · = no result given. A portion of the library. The share of hits here may be higher or lower than overall.
SMILES,LGR2 inh,Casp6 inh,C2C12 statin,FN deposit inh,esBAF inh,SIRT5 inh,S100A4 inh HTS
CCC1CCCCN1C(=O)CCC(=O)Nc1nnc(C(F)(F)F)s1 (stereo not drawn),0,1,-9,-2,-1,0,-3
CC1(C)CC(=O)C(C=NCCO)=C(O)C1,-2,·,10,·,7,·,·
O=C(Nc1nc(-c2ccc(F)cc2)cs1)c1cnccn1,-25,-2,·,3,·,-1,-1
COc1ccc(C)c2sc(=NC(=O)c3ccccc3)n(C)c12,·,-3,-12,-4,51*,-7,2
Cn1cccc1-c1cc(C(=O)N/N=C/c2ccc(Cl)cc2)[nH]n1,-2,-2,-12,-6,-1,0,1
CC(C)c1ccccc1NC(=O)C1CCCN(C(=O)c2ccc(Cl)cc2)C1 (stereo not drawn),5,0,10,3,-5,-2,-8
COc1cc2c(cc1OC)CN(c1ccc(C(F)(F)F)cn1)CC2,9,-2,-23,-6,41*,0,12
CC12COC3(C(=O)Nc4ccc5ccccc5c4)CC1CCC32C (stereo not drawn),-141,3,·,-11,·,-4,7
C[C@@H]1CN([C@H](C)CO)C(=O)c2cc(NC(=O)C3CCCCC3)ccc2O[C@H]1CN(C)Cc1ccc(Cl)c(Cl)c1,2,0,?,·,-3,-4,7
O=C(Nc1cccc2c1CCCC2)c1cc(C2CCCCN2C(=O)c2cccs2)on1 (stereo not drawn),28,1,-4,7,-5,-4,-3
COCC#Cc1ccc2c(c1)O[C@H](CN(C)S(=O)(=O)c1cccc(F)c1)[C@H](C)CN([C@H](C)CO)S2(=O)=O,-12,1,-16,-14,2,0,-45
CNC(=O)C[C@@H]1CC[C@H]2[C@H](COc3ccc(NC(=O)Nc4cccc(Cl)c4)cc3C(=O)N2C)O1,-10,-1,-3,-4,2,-1,1
CC(C)[C@H](NC(=O)C1CCN(S(=O)(=O)c2ccccc2)CC1)C(=O)NCc1ccncc1,1,0,-9,2,1,-7,5
O=C1CCOc2cc(OCc3ccccc3)ccc21,·,·,-5,-10,-28,·,·
O=C(Nc1ccc(C(F)(F)F)cc1)c1csc(-c2ccncc2)n1,-18,-1,·,-8,·,-1,-17

# Three entries from above, sorted by the number in SIRT5 inh, highest first:
canonical_smiles,LGR2 inh,Casp6 inh,esBAF inh,SIRT5 inh,S100A4 inh HTS
CCC1CCCCN1C(=O)CCC(=O)Nc1nnc(C(F)(F)F)s1 (stereo not drawn),0,1,-1,0,-3
CNC(=O)C[C@@H]1CC[C@H]2[C@H](COc3ccc(NC(=O)Nc4cccc(Cl)c4)cc3C(=O)N2C)O1,-10,-1,2,-1,1
CC(C)c1ccccc1NC(=O)C1CCCN(C(=O)c2ccc(Cl)cc2)C1 (stereo not drawn),5,0,-5,-2,-8

# (listing goes on)
SMILES,LGR2 inh,Casp6 inh,C2C12 statin,FN deposit inh,esBAF inh,SIRT5 inh,S100A4 inh HTS
CSC(=Nc1ccccc1)Nc1ccccc1,-12,1,·,4,·,5,39
Cc1cc(C)cc(N(C(C)C(=O)NCCC2=CCCCC2)S(C)(=O)=O)c1 (stereo not drawn),5,0,93*,·,6,-2,2
N#Cc1ccccc1OCc1cccc(S(=O)(=O)N2CCOCC2)c1,-20,-2,1,-5,12,-1,5
COc1ccc(-c2nc(SCC(=O)NC3CCCC3)c(-c3ccc(OC)cc3)[nH]2)cc1,1,0,·,2,21,1,0
CCNC(=O)C[C@@H]1CC[C@@H]2[C@H](COC[C@H](O)CN2C(=O)Nc2ccc3c(c2)OCO3)O1,-20,-1,2,4,44*,0,-4
COc1ccc(-n2c(Cc3cccn3C)nnc2SCC(=O)Nc2ccccc2C)cc1,-6,-1,7,-6,5,·,-2
O=C(Nc1ccccc1)Nc1cc([N+](=O)[O-])ccc1F,-27,·,-16,-2,11,·,·
CCOc1ccc(-c2nnc3sc(COc4ccc(C)cc4)nn23)cc1,·,·,-2,3,-7,·,·
C[C@H]1CN([C@@H](C)CO)C(=O)c2cccc(NC(=O)C3CC3)c2O[C@H]1CN(C)C(=O)NC1CCCCC1,9,1,-25,·,-3,0,4
CCN(CC)C(=O)CN(c1ccc(F)c(Cl)c1)S(C)(=O)=O,-9,·,70*,·,-6,·,·
Cc1ccc(NS(=O)(=O)c2ccc(C3CCCCC3)cc2)cc1,-19,5,·,0,·,-3,8
Cc1nn2c(-c3ccncc3)ccnc2c1Cl,1,-9,-5,13,0,-4,14
CC(C=CC(O)=C1C(=O)CNC1=O)=C[C@@H](C)C1OC2(C)OC(C(=O)C3O[C@@]32C)C1C (stereo partly drawn),16,25,·,-10,·,·,-3
O=C(c1ccc(S(=O)(=O)Cc2cc(F)ccc2F)c([N+](=O)[O-])c1)N1CCCC1,21,-4,6,-2,6,1,-1
C=CCn1cnc2c(sc3nc(C)cc(C)c32)c1=O,-11,0,·,0,·,1,3
CC1CCN(C(=O)C(NS(=O)(=O)c2cccc3nsnc23)C(C)C)CC1 (stereo not drawn),8,3,10,5,-4,-1,-4
Cc1sc(N(C(=O)CCc2ccccc2)c2ccc(C(=O)O)cc2)nc1-c1ccccc1,32,0,·,-2,·,1,-2
Cn1cnc(S(=O)(=O)N2CCCCN3[C@@H](CO)[C@H](c4ccc(-c5cccc(F)c5)cc4)[C@@H]3C2)c1,6,2,12,·,1,4,-4
CC(=O)N1CCc2cc(S(=O)(=O)CCC(=O)Nc3cc(C)cc(C)c3)ccc21,1,9,6,-4,3,-1,1
Cc1ccc(SCCNC(=O)c2ccccc2)cc1,·,·,-21,-5,6,·,·
O=C(c1ccccc1)N1CCN(C(=O)C23CC4CC(CC(C4)C2)C3)CC1,·,2,-19,3,-1,-5,0
COCC(C)n1c(SCc2ccc(C(=O)OC)cc2)nc2ccccc2c1=O (stereo not drawn),-3,-3,4,4,0,0,0
COc1ccccc1C(CNC(=O)c1cccc(S(=O)(=O)Nc2ccc(F)cc2)c1)N(C)C (stereo not drawn),10,-5,-13,0,-10,9,3
CCOc1ccc2c(c1)C(c1ccc(C)o1)=NNC(c1ccncc1)=N2,13,4,·,-15,·,12,0
O=C(CC1(CC(=O)N2CCOCC2)CCCC1)Nc1ccccc1,3,1,15,-5,-2,-3,-3
COC(=O)CNc1cc(S(=O)(=O)N2CCCCC2)ccc1Oc1ccc(C(=O)OC)cc1,8,-2,19,4,-2,-2,-5
COc1ccc(F)cc1C(=O)C1CCCN(Cc2cn(C)c3ccccc23)C1 (stereo not drawn),6,4,-12,-3,-4,0,-3
O=C(Nc1nc(-c2ccccn2)cs1)c1cc2ccccc2o1,-3,0,16,3,11,-1,1
CO[C@H]1CN(C)C(=O)c2ccc(NC(=O)Cc3ccccc3)cc2OC[C@@H](C)N(C)C[C@@H]1C,-9,2,-12,6,1,-3,2
COc1ccc2c3c(n(C)c2c1)[C@@H](CO)N(C(C)=O)CC31CCN(Cc2ccccc2OC)CC1,-10,-2,·,5,·,1,5
CCN(CC)S(=O)(=O)c1ccc2[nH]c(=O)c3ccccc3c2c1,-7,-1,-3,8,-5,-2,4
Cc1ccc(Nc2ccc([N+](=O)[O-])nc2[N+](=O)[O-])cc1,3,·,4,1,-5,·,·
C[C@@H]1CN([C@@H](C)CO)C(=O)c2cc(C#CC3(O)CCCC3)cnc2O[C@@H]1CN(C)Cc1cncnc1,9,1,·,5,2,2,3
C[C@@H]1CN([C@@H](C)CO)C(=O)c2cc(NC(=O)Cc3cn(C)c4ccccc34)ccc2O[C@H]1CN(C)S(C)(=O)=O,-11,2,26,-9,2,2,-8
Cc1nc(C)c(C(=O)Nc2cccc(C)c2C)s1,-21,-4,6,·,7,1,-2
C[C@H]1CN([C@@H](C)CO)C(=O)c2cc(-c3cccc(C#N)c3)cnc2O[C@H]1CN(C)Cc1cccnc1,8,-1,4,3,-14,-14,?
CN1C(=O)c2cc(NC(=O)Nc3ccccc3)ccc2OC[C@@H]2O[C@@H](CC(=O)O)CC[C@H]21,1,·,-10,-7,-3,·,·
CCCCn1c(N)c(N(CC(C)C)C(=O)c2cc(S(=O)(=O)N3CCCCC3)ccc2C)c(=O)[nH]c1=O,2,1,0,0,-2,9,9
NC(=O)c1ccc(NC(=O)COC(=O)CCN2C(=O)c3ccccc3C2=O)cc1,·,-1,-2,8,-6,-16,12
CCC(=O)N1C[C@@H](C)[C@H](OC)CN(C)C(=O)c2ccc(NC(=O)Nc3ccc(Cl)cc3)cc2OC[C@H]1C,5,·,5,4,2,·,·
COc1ccc(CN2C(=O)C(CC(=O)NCCN3CCOCC3)CC(C(=O)N3CCCCCC3)=C2C)cc1 (stereo not drawn),-6,-1,·,-5,·,·,-9
COc1cccc(S(=O)(=O)N(C)C[C@H]2Oc3cc(C#CCN(C)C)ccc3S(=O)(=O)N([C@@H](C)CO)C[C@H]2C)c1,-11,0,-11,·,-1,3,4
O=C(c1cc(-c2ccccc2)nn1-c1ccccc1)N1CCN(S(=O)(=O)c2cccc(F)c2)CC1,-3,-4,-5,0,-2,3,1
NC(=O)CSc1nc(C23CC4CC(CC(C4)C2)C3)nc2ccccc12,18,4,·,13,·,-1,3
CCOC(=O)C(=O)N(Nc1ccccc1C)c1ccccc1C,8,4,·,2,·,-1,0
C[C@H](CO)N1C[C@H](C)[C@H](CN(C)S(=O)(=O)c2ccc(Cl)cc2)OCc2cn(nn2)CCCC1=O,0,·,9,-10,5,·,·
O=[N+]([O-])c1nn(-c2ccccc2)[n+]([O-])c1N1CCN(c2ccccc2)CC1,-8,0,4,·,-4,-1,-3
O=C(N[C@@H]1CC[C@H](CC(=O)N2CCOCC2)O[C@@H]1CO)c1ccccn1,10,1,2,·,-8,4,-20
Cc1cc(N2CCCCC2)ccc1[N+](=O)[O-],·,-1,·,2,·,-2,-5
Cc1ccc(CNC(=O)CCCc2cn(C)c3ccccc23)cc1,7,-1,·,-6,·,-1,4
COc1ccc(-c2ccc3n(c2=O)C[C@H]2[C@H](CO)[C@@H](C(=O)Nc4ccccc4)N(C)[C@@H]32)cc1,4,5,·,·,·,-4,5
Cc1c(C(N)=O)c(N)c(C(=O)c2ccccc2)n1-c1ccccc1,·,·,-1,-1,-2,·,·
CCc1nnc(NC(=O)CSc2ccc(-c3ccc(C)cc3)nn2)s1,25,-2,·,-7,·,4,-1
CCCN1C[C@@H](C)[C@@H](OC)CN(C)C(=O)c2ccc(NC(=O)C3CC3)cc2OC[C@@H]1C,-2,-4,-9,-1,7,-1,-3
COCCNC(=S)Nc1ccc2[nH]c(=O)[nH]c2c1,28,3,·,1,·,0,2
CCn1c(=S)[nH]c2cc(C(=O)OC)ccc2c1=O,·,·,-4,5,6,·,·
COc1ccc(C2C=C(Nc3ccccc3)C(=O)N2c2ccccc2)cc1OC (stereo not drawn),-80,2,·,8,·,-2,4
CCSCc1nc(N)nc(NCCc2ccccc2)n1,2,-1,-2,2,4,1,-4
COc1ccccc1CNC(=O)C[C@H]1C[C@H]2c3cc(NC(=O)Nc4ccc(C(F)(F)F)cc4)ccc3O[C@H]2[C@@H](CO)O1,-3,3,-2,-18,2,-1,-4
O=c1[nH]c(C2CCN(S(=O)(=O)c3ccc(S(=O)(=O)NC4CC4)cc3)CC2)nc2c1nnn2Cc1ccccc1,-25,3,4,0,16,4,-3
COc1cc(F)ccc1S(=O)(=O)NCc1cccnc1,-4,0,17,-2,-4,-5,2
NC(c1ccccc1)c1csc(NC(=O)Nc2ccc(OC(F)(F)F)cc2)n1 (stereo not drawn),-19,0,1,5,-6,-5,-13
CC1CN/C(=C\C(=O)c2ccc(Cl)cc2)C(=O)N1 (stereo not drawn),·,·,88*,0,-27,·,·
